IMPase Li inh = qHTS Assay for Identifying the Cell-Membrane Permeable IMPase Inhibitors: Potentiation with Lithium; CHO-M1 cells, IP1 TR-FRET (IP-One), carbachol + lithium; Potency, µM (doses to about 59.4 µM), inactives show at the highest dose activity, negative = IMPase inhibition, hits mostly inhibitors; hit rate 0.35% among 210,000;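 further: IP1 builds up when IMPase is blocked and the TR-FRET signal falls; plate controls were basal vehicle for no effect and high inhibitor control for full effect; nearly all actives have a fitted effect of over 50% in size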
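Steps: plate 2000 CHO-M1 cells per well and culture 16–30 h; add compound and lithium; incubate 30 min, 37C; add d2-IP1 tracer and Eu cryptate anti-IP1 antibody in lysis buffer; read after 10 min at room temperature.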
RGS12 GoLoco inh = qHTS Assay for Inhibitors of RGS12 GoLoco Motif Activity (Red Fluorophore); AID 880, 2007; Potency, µM (titrated, usually from 61.6 µM), without a hit: at the highest dose activity, negative = inhibition, most hits filed as inhibitors; Gai1:RGS12 GoLoco peptide FP, rhodamine, 10 min; hit rate 0.44% among 230,000; active means well fitted inhibition curve with a large enough effect, not every such curve was filed as active; inactive means no such curve, though single readings can be large or run the other way; further: on the % scale 0 is the no-effect control and ±100 the full control effect; nearly all actives have a fitted effect of over 30% in size; many of its hits are not listed in these tables
KinaseGlo FLuc = Counterscreen for Luciferase (Kinase-Glo TM) Inhibition | Potency, µM (titrated, usually from 38.3 µM), for the others: at the highest dose activity change, negative = inhibition, most hits filed as inhibitors | hit rate 0.28% among 200,000 | Luciferin 4-monooxygenase (Photuris pensylvanica), Q27757 | Kinase-Glo luciferase, ATP luminescence, 8 min; further: on the % scale 0 is the no-effect control and ±100 the full control effect; nearly all actives have a fitted effect of over 60% in size
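Compound is pinned into ATP-containing buffer (10 uM ATP, imidazole pH 7.2, 7 mM MgCl2). Kinase-Glo luciferase reagent is then added. Light output is recorded following an 8-min room-temperature incubation.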
SMN2 splice up = qHTS Assay for Enhancers of SMN2 Splice Variant Expression. HEK293 SMN2-luciferase splicing reporter, luminescence, 30-36 h. hit rate 2.8% among 210,000. Potency, µM (top dose mostly 46.1 µM), inactives show at the top dose activity change, positive = activation, most hits filed as activators; further: % of control where 0% means no effect; nearly all actives have a fitted effect of over 55% in size
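HEK293 cells carry an SMN2 […]–luciferase reporter in which exon 7 inclusion puts luciferase in frame. Cells were plated 10-12 h before compound addition, then incubated 30-36 h at 37C. ONE-Glo luminescence was read; sodium butyrate at 4.5 mM final served as control.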
JMJD2E inh = qHTS Assay for Inhibitors of Human Jumonji Domain Containing 2E (JMJD2E); AID 2147, 2009; Potency, µM (top dose mostly 57.1 µM), for inactives: top-dose activity change, negative = inhibition, most hits filed as inhibitors; hit rate 1.6% among 230,000; JMJD2E catalytic domain, FDH-coupled NADH fluorescence (FDH is formaldehyde dehydrogenase); Lysine-specific demethylase 4E (Homo sapiens), B2RXH2; active means well fitted inhibition curve with a large enough effect, not every such curve was filed as active; inconclusive means small, poorly fitted or top-dose-only effect, or another doubt; inactive means no such curve, though single readings can be large or run the other way;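 further: 0% = wells with enzyme and -100% = buffer wells without enzyme; nearly all actives have a fitted effect of over 50% in size; many of its hits are not listed in these tables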
Epigenetic derep = Quantitative High-Throughput Screen for Regulators of Epigenetic Control. murine LDR cells, GFP reporter derepression, 30 h. Potency, µM (doses to about 53.9 µM), for the others: at the highest dose GFP activation, actives largely listed as activators. hit rate 0.2% among 280,000. AID 1865, 2009; further: % of control where 0% means no effect; nearly all actives have a fitted effect of over 60% in size
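Murine LDR cells carrying a silenced, genomically integrated CMV-driven GFP reporter were exposed to compound for 30 hours at 37 C. After PBS washes, GFP-positive cells (20–120 um objects) were counted by laser-scanning microplate cytometry.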
RECQ1 helicase = qHTS Assay for Inhibitors of RecQ-Like Dna Helicase 1 (RECQ1); ATP-dependent DNA helicase Q1 (Homo sapiens), P46063; RECQ1 DNA unwinding, red fluorescence kinetic read; Potency, µM (top dose mostly 57.3 µM), for inactives: at the top dose activity, negative = inhibition, hits mostly inhibitors; AID 2549, 2010; hit rate 0.54% among 240,000;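 further: plate controls were vehicle for no effect and no enzyme for full effect; nearly all actives have a fitted effect of over 30% in size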
Target sequence (P46063 whole entry, looked up): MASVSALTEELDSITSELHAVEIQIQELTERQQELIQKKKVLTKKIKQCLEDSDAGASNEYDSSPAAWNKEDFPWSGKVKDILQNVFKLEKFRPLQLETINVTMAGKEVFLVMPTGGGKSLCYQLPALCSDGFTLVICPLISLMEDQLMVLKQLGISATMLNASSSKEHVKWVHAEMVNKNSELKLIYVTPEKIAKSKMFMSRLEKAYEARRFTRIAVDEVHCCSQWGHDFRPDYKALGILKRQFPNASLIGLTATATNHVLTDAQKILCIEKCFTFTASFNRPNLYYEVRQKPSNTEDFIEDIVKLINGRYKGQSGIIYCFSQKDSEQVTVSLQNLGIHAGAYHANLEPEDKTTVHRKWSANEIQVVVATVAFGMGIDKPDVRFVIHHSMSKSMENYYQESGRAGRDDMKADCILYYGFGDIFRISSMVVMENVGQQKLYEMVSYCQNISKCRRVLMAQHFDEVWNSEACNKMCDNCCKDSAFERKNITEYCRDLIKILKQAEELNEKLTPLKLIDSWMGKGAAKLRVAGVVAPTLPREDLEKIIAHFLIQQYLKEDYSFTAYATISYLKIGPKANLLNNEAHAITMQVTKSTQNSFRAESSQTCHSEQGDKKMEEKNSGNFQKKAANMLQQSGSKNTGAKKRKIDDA
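RECQ1T1 50 nM; forked duplex (20 bp + 30-nt ss tails) 200 nM, ATP 2 mM final; pH 8.0, 2 mM MgCl2, 2.5 ug/ml poly(dI-dC); 15 min compound preincubation; discontinuous kinetic read over 2 h at RT.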
NPSR antag = qHTS Assay for Antagonists of the Neuropeptide S Receptor: cAMP Signal Transduction | hit rate 1% among 220,000 | Potency, µM (titrated, usually from 38.3 µM), for the others: at the highest dose activity change, negative = inhibition, most hits filed as inhibitors | CHO-NPSR cells, cAMP TR-FRET, antagonist mode; further: on the % scale 0 is the no-effect control and ±100 the full control effect; nearly all actives have a fitted effect of over 50% in size; many of its hits are not listed in these tables
Target sequence (Q6W5P4 whole entry, looked up): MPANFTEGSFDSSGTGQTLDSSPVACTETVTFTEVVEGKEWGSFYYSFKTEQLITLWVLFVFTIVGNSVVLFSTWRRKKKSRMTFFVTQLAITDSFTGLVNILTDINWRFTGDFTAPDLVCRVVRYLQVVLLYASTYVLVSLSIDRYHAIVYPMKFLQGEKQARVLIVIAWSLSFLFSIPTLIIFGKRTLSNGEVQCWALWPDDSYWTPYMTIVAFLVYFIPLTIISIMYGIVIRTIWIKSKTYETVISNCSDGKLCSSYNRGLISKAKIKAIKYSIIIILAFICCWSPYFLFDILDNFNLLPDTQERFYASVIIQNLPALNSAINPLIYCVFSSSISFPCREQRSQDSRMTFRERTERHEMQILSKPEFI
Numbers without * were called inactive; i = inactive; u = inconclusive; x = not tested or not shown; [ ] = another dose, or the depositor's remark. Unless noted, the call rests on the fitted dose curve; in most records, active means well fitted curve in the direction sought with a large enough effect; inconclusive means small, poorly fitted or top-dose-only effect, or another doubt; inactive means no such curve, though single readings can be large; an effect the other way counts as inactive or inconclusive. Potency means the concentration at half of the fitted maximal effect. The list is partial; rates above refer to the full screens.

SMILES	IMPase Li inh	RGS12 GoLoco inh	KinaseGlo FLuc	SMN2 splice up	JMJD2E inh	Epigenetic derep	RECQ1 helicase	NPSR antag
CCOC(=O)c1c(C)n(O)c2ccc(Cl)cc2c1=O	u	-8%	1%	-16%	u	3.5%	-8%	-12%[46.1 µM]
COC(=O)c1ccccc1NC(=O)c1noc2c1CC(C(C)(C)C)CC2 (stereo unspecified)	28%[38.3 µM]	9%	1%	-25%	2%	0.0%	-5%	8%[46.1 µM]
O=C1CCCc2c1cc(C(=O)NCc1ccco1)c(=O)n2-c1ccccc1	x	x	x	x	-5%	-6.1%	-4%	-10%[46.1 µM]
Cc1ccc(S(=O)(=O)Oc2ccccc2/C=N/NC(=O)c2nn(C)cc2[N+](=O)[O-])cc1	x	x	x	x	6%	0.0%	-6%	-27%[46.1 µM]
COc1ccc(S(=O)(=O)N(C)Cc2cccs2)cc1Br	28%[38.3 µM]	26%	-2%	-3%	-2%	-1.0%	i	-3%[46.1 µM]
C=CCn1c(SCC(N)=O)nnc1-c1cccc(Br)c1	-5%[38.3 µM]	2%	2%	-15%	15%	-0.7%	i	6%[46.1 µM]
c1ccc2c(c1)oc1c(Nc3ccc4c(c3)OCO4)ncnc12	-18%[38.3 µM]	0%	-10%	u	u	0.0%	i	-9%[46.1 µM]
Cc1cnc(NC(=O)c2ccncc2)s1	1%	3%	-7%	u	0%	-0.4%	i	6%
Cc1nn2c(CN(C(=O)COc3ccccc3)c3ccccc3)nnc2c2ccccc12	1%	-3%	-1%	-21%	3%	0.0%	-3%	3%
CN(C)Cc1nc2ccccc2c(=O)n1CC(=O)Nc1cccc(S(=O)(=O)N2CCOCC2)c1	8%	-3%	-1%	0%	u	-0.6%	7%	-1%
C=CCn1c(SCc2ccccc2C#N)nnc1-c1cc(Br)ccc1O	38%[38.3 µM]	2%	1%	-11%	1%	-9.5%	-13%	-21%[46.1 µM]
O=C(CSc1nnnn1-c1ccccc1)N1CCc2ccccc2C1	18%[38.3 µM]	5%	4%	21%	-1%	-1.1%	i	-13%[46.1 µM]
COc1ccc(N2C(=O)C3CCCN3C2c2cccc(C)c2)cc1Cl (stereo unspecified)	8%	-5%	1%	10%	-4%	-3.4%	-15%	-19%[46.1 µM]
C/C(CC(=O)Nc1ccc(Cl)cc1C(F)(F)F)=N\NC(N)=S	x	8%	x	x	3%	7.4%	-2%	20%
O=C(NCc1cccnc1)C1CCN(c2ccc(S(=O)(=O)N3CCOCC3)cc2Cl)CC1	14%	-5%	1%	x	0%	-1.4%	0%	24%
CC1=C(C#N)C(=O)N(C2CCS(=O)(=O)C2)C(=O)/C1=C\c1ccc(C)o1 (stereo unspecified)	x	40%[activator]	x	x	u	0.4%	22µM*	4%
COc1cc(CO)cc(Br)c1OCC(=O)Nc1cccc2ccccc12	11%	17%	-1%	8%	1%	-0.2%	11%	-35%
COc1ccc(OC)c(-n2nnnc2SCC(=O)Nc2ccccc2N2CCOCC2)c1	-3%	2%	0%	x	-14%	-0.1%	i	20%
COc1ccc(S(=O)(=O)N(CC(=O)NCc2cccnc2)Cc2ccccc2)cc1	1%	-4%	-2%	x	3%	-3.5%	-4%	-1%
O=C(Nc1ccccc1Sc1ccccc1)c1ccccc1	36%[activator][38.3 µM]	6%	-2%	-12%	-4%	-0.8%	-5%	-30%[46.1 µM]
CC(C)CC(O)(CC(C)C)C(=O)NNc1ccccc1	11%	9%	-3%	u	0%	-1.0%	-5%	3%[46.1 µM]
CCCn1c(N2CCN(CC(=O)c3c(C)n(C)c4ccccc34)CC2)nc2c1c(=O)[nH]c(=O)n2C	19%[38.3 µM]	4%	1%	-7%	5%	0.7%	-2%	-16%[46.1 µM]
COc1cccc(NC(=O)CSc2nc3ccccc3cc2Cc2ccccc2)c1	4%[38.3 µM]	3%	0%	-8%	1%	0.0%	i	-23%[46.1 µM]
CC(=O)/C(C)=N/O	-3%	-22%	-4%	8%	6%	-0.2%	i	u
CS(=O)(=O)Oc1ccc(/C=N/NC(=O)c2ccncc2)cc1	-2%	1%	-14%	-5%	3%	-1.3%	-2%	7%

Other entries follow.
SMILES	IMPase Li inh	RGS12 GoLoco inh	KinaseGlo FLuc	SMN2 splice up	JMJD2E inh	Epigenetic derep	RECQ1 helicase	NPSR antag
CC(=NCc1ccncc1)C1=C(O)c2ccccc2C1=O	45%[activator][38.3 µM]	53%[activator]	-7%	u	u	-2.0%	-3%	-12%[46.1 µM]
Cc1ccc(S(=O)(=O)N(CC(=O)N2CCC(C(N)=O)CC2)Cc2ccc(F)cc2)cc1	2%[38.3 µM]	11%	-3%	-13%	-3%	5.7%	-10%	-17%[46.1 µM]
CN(C)c1cc[n+](CC(=O)Nc2ccc(Oc3ccccc3)cc2)cc1	34%[activator]	1%	1%	-49%[inhibitor]	-2%	-1.4%	1%	10%
CCn1c(SCC(=O)Nc2ccc(C(C)=O)cc2)nc2ccccc21	26%[38.3 µM]	11%	2%	u	-1%	0.0%	i	-19%[46.1 µM]
CC(C)CC1=NC(C(F)(F)F)(C(F)(F)F)c2c(n(CC(C)C)c(=O)[nH]c2=O)N1	3%	8%	3%	-11%	428%[activator]	-1.0%	2%	-1%
N#Cc1ccc(N/N=C/c2ccccc2)c([N+](=O)[O-])c1	0%	3%	-2%	8%	-4%	1.1%	1%	5%
CN(C)S(=O)(=O)c1cccc(NC(=O)c2cc(-c3cccs3)nn2-c2ccccc2)c1	13%	14%	-2%	6%	1%	0.0%	-1%	-8%
COc1ccc(NC(=O)c2ccc(CNc3c(NC4CCCCC4)c(=O)c3=O)cc2)cc1OC	-1%[38.3 µM]	18%	-2%	9%	-1%	13%	-10%	-7%[46.1 µM]
Cn1cnnc1SCC(=O)Nc1ccccc1C(=O)NC1CCCC1	7%[38.3 µM]	3%	-1%	-4%	6%	-4.2%	i	5%[46.1 µM]
CN(C)C1=NCC(CSC(=N)N)S1 (stereo unspecified)	3%	-2%	1%	18%	8%	u	2%	14%
CC(c1ccccc1C(O)(c1ccccc1)c1ccccc1)N(C)C (stereo unspecified)	4%	-5%	0%	2%	-5%	0.0%	1%	11%
CCOc1ccc(-c2noc(COC)n2)cc1OC	24%[38.3 µM]	0%	2%	22%	7%	0.9%	i	0%[46.1 µM]
O=C(Nc1ccccn1)NC1CCCCC1	27%[38.3 µM]	-2%	-2%	x	0%	-1.0%	i	-4%[46.1 µM]
CCOC(=O)C1(C)NC(c2ccc(N(C)C)cc2)C2C(=O)N(c3ccc(OC)cc3)C(=O)C21 (stereo unspecified)	x	x	x	x	-2%	-3.5%	-8%	5%[46.1 µM]
Cc1onc(-c2c(F)cccc2Cl)c1C(=O)Nc1sc2c(c1C#N)CCC(C(C)(C)C)C2 (stereo unspecified)	-2%	37%[activator]	1%	-53%[inhibitor]	-2%	-2.9%	3%	-2%[46.1 µM]
O=C1CC(c2cc(Br)ccc2F)c2cc3c(cc2N1)CCC3 (stereo unspecified)	8%[38.3 µM]	0%	-4%	4%	10%	1.2%	-2%	20%[46.1 µM]
O=C(OCC1CC(c2ccccn2)=NO1)c1ccc(Br)cc1 (stereo unspecified)	-8%[38.3 µM]	10%	-9%	-5%	0%	-0.2%	-14%	-1%[46.1 µM]
N#C/C(=N\Nc1ccc([N+](=O)[O-])cc1)C(=N)N1CCOCC1	x	2%	x	x	-11%	-0.3%	-8%	52%
C=C1C2c3ccccc3C(CC2(C)O[Si](C)(C)C)N1C(=O)OC (stereo unspecified)	-1%	-3%[14.2 µM]	-8%[7.66 µM]	-5%[9.22 µM]	3%[11.4 µM]	x	2%[11.5 µM]	x
O=C1NN(c2ccccc2)C(=O)/C1=C\c1coc2ccc(O)cc2c1=O	x	0%	x	x	-1%	-2.1%	-11%	-41%
C[C@@]12CC(=O)[C@@H]3[C@@H](CCC4=CC(=O)CC[C@]43C)[C@@H]1CC=C2CC(=O)O	-12%	6%[14.2 µM]	-6%[7.66 µM]	-11%[9.22 µM]	x	x	x	x
Oc1ccc(N2CCN(c3nnnn3-c3ccccc3)CC2)cc1	7%	9%	0%	-20%	-23%	-1.4%	-14%	-12%
O=C(O)CNS(=O)(=O)c1ccc2[nH]c(=O)c(=O)[nH]c2c1	2%	1%	-1%	6%	u	-1.1%	-1%	19%
Cc1cccc(-c2c3c(=O)n(C)c(=O)n(C)c3cn2CC2CCCO2)c1 (stereo unspecified)	0%[38.3 µM]	-9%	-1%	-3%	-6%	-0.7%	-9%	-14%[46.1 µM]
Cc1ccc(S(=O)(=O)C2(C(=O)Nc3nccs3)CC2)cc1	22%[38.3 µM]	3%	2%	-22%	-9%	0.0%	-8%	4%[46.1 µM]

Continued:
SMILES	IMPase Li inh	RGS12 GoLoco inh	KinaseGlo FLuc	SMN2 splice up	JMJD2E inh	Epigenetic derep	RECQ1 helicase	NPSR antag
COc1cc2ncnc(Nc3ccc(F)c(Cl)c3)c2cc1OCCCN1CCOCC1	18%	15%	0%[39.9 µM]	x	x	-0.8%	i	x
CCNC(=S)N1CCN(CCN=CC2=C(O)CC(C)(C)CC2=O)CC1	x	5%	x	x	0%	-1.0%	-5%	23%
O=C1NC(=Nc2ccccc2)/C(=C/c2ccco2)S1	2%	-11%	1%	-37%[inhibitor]	u	-1.1%	-2%	-24%
COc1ccc2cc(C(N)=O)c(=Nc3ccc(C)cc3)oc2c1	7%	5%	2%	8%	u	-0.8%	i	-29%
COc1ccc(-c2csc(NC(=O)c3cc(C)on3)c2C#N)cc1OC	u	-7%	5%	21%	u	0.0%	i	-14%[46.1 µM]
CCOC(=O)Cn1c(-c2ccccn2)nc2ccccc21	-11%[38.3 µM]	8%	-5%	-3%	u	0.6%	-7%	1%[7.67 µM]
Fc1ccc(-c2csc(-c3ccc(C4SCCS4)cc3)n2)cc1F	x	12%	x	x	u	1.9%	-4%	-17%
O=C(CCC1CCCC1)Nc1ccc(OCC(=O)N2CCOCC2)cc1	-7%	11%	-1%	-1%	1%	-1.0%	0%	5%
